Source: PubChem
USP2a inhib: USP2a (human) protease inhibition; Potency, µM (highest dose often 38.3 µM), for inactives: at the top dose activity change, negative = inhibition, actives largely listed as inhibitors; USP2a enzymatic assay, qHTS inhibition; O75604; AID 927; hit rate 0.1% among 60,000;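 further: potency means the concentration at half of the fitted maximal effect; nearly all actives have a fitted effect of over 60% in size; plate controls were DMSO for no effect and NEM full inhibition control for full effect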
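20 nM USP2 core + cpd, 30 min RT; add 20 nM Ub-PLA2/20 uM NBD C6-HPC; read Ex460/Em535 at 0 h and 2.5 h. Normalized to NEM; qHTS curve fit/classification.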
Casp7 inh: allosteric or competitive inhibitors of human caspase-7 | P55210 | recombinant caspase-7, Ac-DEVD-AFC fluorescence rate | Potency, µM (highest dose often 57.5 µM), without a hit: top-dose activity change, negative = inhibition, actives largely listed as inhibitors | hit rate 0.02% among 75,000 | AID 889; active means well fitted inhibition curve with a large enough effect in the main read-out, with a control signal flat, not every such curve was filed as active; inconclusive means small, poorly fitted or top-dose-only effect, or a change in a side signal; further: potency means the concentration at half of the fitted maximal effect; % of control where 0% means no effect
Target sequence (P55210 24-198 limits assumed): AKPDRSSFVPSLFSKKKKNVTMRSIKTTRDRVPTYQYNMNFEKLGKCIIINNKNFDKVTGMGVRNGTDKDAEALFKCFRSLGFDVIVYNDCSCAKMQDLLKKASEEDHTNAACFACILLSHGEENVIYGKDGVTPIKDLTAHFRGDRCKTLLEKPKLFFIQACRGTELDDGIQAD
Target sequence (P55210 207-303 limits assumed): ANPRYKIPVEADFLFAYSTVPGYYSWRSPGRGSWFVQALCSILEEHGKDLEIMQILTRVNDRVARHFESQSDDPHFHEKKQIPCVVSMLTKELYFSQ
Casp1 inh: allosteric or competitive inhibitors of human caspase-1; P29466; Caspase-1 enzyme, Ac-WEHD-AFC fluorogenic rate; Potency, µM (doses to about 57.5 µM), for inactives: at the highest dose activity change, negative = inhibition, hits mostly inhibitors; hit rate 0.03% among 75,000; AID 900;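 further: potency means the concentration at half of the fitted maximal effect; plate controls were vehicle for no effect and no substrate for full effect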
Tau fil binding: tau filament binding; P10636; recombinant tau filaments, thioflavin S fluorescence, 15 h; filaments grown with octadecylsulfate alongside compound; Potency, µM (series often up to 57.1 µM), for the others: top-dose activity change, negative = inhibition; hit rate 2% among 71,000; AID 596;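 further: potency means the concentration at half of the fitted maximal effect; on the % scale 0 is the no-effect control and ±100 the full control effect; actives lower thioflavin S fluorescence by blocking filaments or displacing dye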
Target sequence (P10636 whole entry, looked up): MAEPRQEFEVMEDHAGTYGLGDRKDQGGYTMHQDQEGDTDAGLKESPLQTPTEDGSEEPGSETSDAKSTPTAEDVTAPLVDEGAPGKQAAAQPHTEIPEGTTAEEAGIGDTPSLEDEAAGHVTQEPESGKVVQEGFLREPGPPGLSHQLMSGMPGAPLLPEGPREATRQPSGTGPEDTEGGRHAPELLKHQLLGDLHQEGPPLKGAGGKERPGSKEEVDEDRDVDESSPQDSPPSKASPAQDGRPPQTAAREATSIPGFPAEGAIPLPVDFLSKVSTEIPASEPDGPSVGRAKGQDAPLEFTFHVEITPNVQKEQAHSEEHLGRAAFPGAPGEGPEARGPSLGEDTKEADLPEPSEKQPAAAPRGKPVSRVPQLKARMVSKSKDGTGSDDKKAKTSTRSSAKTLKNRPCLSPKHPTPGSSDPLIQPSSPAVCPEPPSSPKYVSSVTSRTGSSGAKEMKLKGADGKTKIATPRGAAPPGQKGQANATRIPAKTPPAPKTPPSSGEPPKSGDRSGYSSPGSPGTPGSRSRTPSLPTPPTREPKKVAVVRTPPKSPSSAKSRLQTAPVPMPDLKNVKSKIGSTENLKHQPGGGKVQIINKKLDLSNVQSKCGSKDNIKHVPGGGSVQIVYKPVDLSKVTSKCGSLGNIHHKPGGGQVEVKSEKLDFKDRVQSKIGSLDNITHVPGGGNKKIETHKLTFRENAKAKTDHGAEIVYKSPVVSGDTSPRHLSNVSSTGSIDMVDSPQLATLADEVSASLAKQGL
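Assay mix: 1 uM His-tagged tau, 30 uM sodium octadecylsulfate, thioflavine S dye in HEPES/NaCl/DTT buffer. Compound is added prior to the inducer. Fluorescence after 15 h at 37 C.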
HADH2 inh: inhibitors of human HADH2 dehydrogenase; recombinant HADH2, NADH fluorescence, beta-hydroxybutyryl-CoA; Potency, µM (doses to about 57.1 µM), for the others: top-dose activity change, negative = inhibition, actives largely listed as inhibitors; Q99714; hit rate 3.4% among 73,000; further: potency means the concentration at half of the fitted maximal effect; on the % scale 0 is the no-effect control and ±100 the full control effect; nearly all actives have a fitted effect of over 60% in size; many of its hits are not listed in these tables
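Buffer 100 mM Tris-HCl pH 9.0/0.01% Tween-20; HADH2 20 nM; NAD+ 1 mM; beta-hydroxybutyryl-CoA 90 uM (all final). 15 min cpd preincubation, RT.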
Fluorescein fluor: compound autofluorescence in fluorescein spectral region. AID 593. hit rate 0.91% among 59,000. max fluorescein-equivalent concentration, M. Compound autofluorescence, 480/540 nm, fluorescein-equivalent; stronger effect = higher value; in the data active means max fluorescein-equivalent concentration above about 10 nM; inconclusive means between about 1.1 nM and that limit
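In this qHTS profile, compound fluorescence was measured with a 480 nm/540 nm filter pair following a 15-min room-temperature incubation in 100 mM Tris (pH 8.0). A six-point fluorescein series on each plate served for normalization.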
TexasRed autofl: compounds fluorescent in Texas Red spectral region; Compound fluorescence, Texas Red channel, 547/618 nm; stronger effect = higher value; max dye-equivalent concentration, M; hit rate 0.06% among 59,000; AID 587; in the data active means max dye-equivalent concentration above about 10 nM; inconclusive means between about 1.1 nM and that limit
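Fluorescence at ex 547/em 618 nm, normalized against an on-plate Texas Red standard series to give dye-equivalent concentration per compound concentration. Buffer 100 mM Tris, pH 8.0; 15 min RT incubation before CCD imaging.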
HEK293 cAMP ctrl: raises cAMP in parental HEK293 cells, TSHR agonist counter-screen. parental HEK293 CNG cAMP sensor, membrane potential fluorescence. Potency, µM (titrated, usually from 57.1 µM), for inactives: top-dose activation, actives largely listed as activators. hit rate 2.5% among 73,000. AID 938; further: potency means the concentration at half of the fitted maximal effect; % of control where 0% means no effect; nearly all actives have a fitted effect of over 55% in size
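Parental HEK 293 cells stably expressing a cAMP-gated CNG channel were loaded with membrane potential dye containing 100 uM RO 20-1724 for 60 min. Compound added for 30 min; depolarization read as fluorescence intensity at 590 nm.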
Rhodamine fluor: compound autofluorescence in rhodamine spectral region. Rhodamine-region fluorescence, 547/598 nm, Tris buffer; stronger effect = higher value. max dye-equivalent concentration, M. hit rate 0.05% among 59,000; in the data active means max dye-equivalent concentration above about 11 nM; inconclusive means between about 1.1 nM and that limit
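qHTS spectral profiling of compounds without any target or enzyme present, in pH 8.0 Tris buffer; plates were read after a 15-minute room-temperature incubation using the rhodamine-region filter set.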
FLuc inh: firefly luciferase inhibition. P08659. purified firefly luciferase, luminescence, 8 min. Potency, µM (series often up to 57.1 µM), inactives show top-dose activity change, negative = inhibition, actives largely listed as inhibitors. hit rate 2.2% among 72,000; further: potency means the concentration at half of the fitted maximal effect; on the % scale 0 is the no-effect control and ±100 the full control effect; nearly all actives have a fitted effect of over 40% in size
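Inhibition of light generation by firefly luciferase from ATP and luciferin was profiled with concentration-response curves per sample, ATP held at 10 uM within the enzyme's linear range. Plates were read by luminescence after an 8-minute ambient incubation.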
ERK AVP block: vasopressin-driven ERK pathway inhibition; HEK293-V1b, vasopressin-stimulated pERK AlphaScreen; Potency, µM (titrated, usually from 57.5 µM), inactives show at the highest dose activity, negative = inhibition, hits mostly inhibitors; hit rate 0.99% among 72,000; further: potency means the concentration at half of the fitted maximal effect; on the % scale 0 is the no-effect control and ±100 the full control effect; nearly all actives have a fitted effect of over 55% in size
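qHTS, compounds titrated on V1b-expressing HEK293 cells. Preincubation 30 min at 37C, vasopressin 25 nM for 5 min, lysis 10 min, bead incubation 5 hr at room temperature.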
* hit, by the source's call; [ ] = another dose, or the depositor's remark. Unless noted, the call rests on the fitted dose curve; in most records, active means well fitted curve in the direction sought with a large enough effect; inconclusive means small, poorly fitted or top-dose-only effect, or another doubt; inactive means no such curve, though single readings can be large; an effect the other way counts as inactive or inconclusive. A portion of the library. The share of hits here may be higher or lower than overall.

How did CCOC(=O)CN(Cc1ccccc1)S(=O)(=O)c1ccc(NC(C)=O)cc1 do in these assays?
USP2a inhib: 5%; Casp7 inh: -2%; Casp1 inh: -2%; Tau fil binding: -6%; HADH2 inh: 0%; Fluorescein fluor: inactive; TexasRed autofl: inactive; HEK293 cAMP ctrl: 0%; Rhodamine fluor: inactive; FLuc inh: 3%; ERK AVP block: 14%

How did COc1cccc(C(C(=O)NC2CCCC2)N(C(=O)c2ccco2)C2CC2)c1OC (configuration not stated) do in these assays?
Casp7 inh: 1%; Casp1 inh: 0%; Tau fil binding: -8%; HADH2 inh: 6%; Fluorescein fluor: inactive; TexasRed autofl: inactive; HEK293 cAMP ctrl: 14%; Rhodamine fluor: inactive; FLuc inh: 4%; ERK AVP block: -14%

What do the screens show for `COc1ncc2nc(-c3ccccc3)c(=O)n(-c3ccccc3)c2n1`?
USP2a inhib: 27%; Casp7 inh: -13%; Casp1 inh: -3%; Tau fil binding: -1%; HADH2 inh: 0%; Fluorescein fluor: inactive; TexasRed autofl: inactive; HEK293 cAMP ctrl: -1%; Rhodamine fluor: inactive; FLuc inh: 0%[11.4 µM]; ERK AVP block: inconclusive

Results for Cc1cc(C)nc(N2CCC(C(=O)Nc3cccc(C(F)(F)F)c3)CC2)n1 ?
USP2a inhib: 18%; Casp7 inh: -3%; Casp1 inh: 3%; Tau fil binding: 65%; HADH2 inh: 14%; Fluorescein fluor: inconclusive; TexasRed autofl: inconclusive; HEK293 cAMP ctrl: 3%; Rhodamine fluor: inactive; FLuc inh: 1%; ERK AVP block: 0%

Results for CCn1c(=O)n(CC(=O)Nc2cc(OC)ccc2OC)c(=O)c2ccccc21 ?
USP2a inhib: 13%; Casp7 inh: -1%; Casp1 inh: 0%; Tau fil binding: 8%; HADH2 inh: -3%; Fluorescein fluor: inactive; TexasRed autofl: inactive; HEK293 cAMP ctrl: 7%; Rhodamine fluor: inactive; FLuc inh: -1%; ERK AVP block: -4%

What do the screens show for `COc1ccc(-c2nc(CS(=O)CC(=O)NCc3cccnc3)c(C)o2)cc1` (configuration not stated)?
Casp7 inh: -2%; Casp1 inh: -1%; Tau fil binding: 0%; HADH2 inh: -23%; HEK293 cAMP ctrl: 2%; FLuc inh: -13%; ERK AVP block: 5%

Results for CCN(Cc1ccccc1)C(=O)Cn1cc2c(n1)CCCC2 ?
Casp7 inh: -2%; Casp1 inh: 0%; Tau fil binding: -10%; HADH2 inh: 0%; HEK293 cAMP ctrl: inconclusive; FLuc inh: 2%; ERK AVP block: -6%

What do the screens show for `Cc1ccc(SCCC(=O)NCc2ccco2)cc1`?
USP2a inhib: -3%; Casp7 inh: 2%; Casp1 inh: 0%; Tau fil binding: 3%; HADH2 inh: 6%; Fluorescein fluor: inactive; TexasRed autofl: inactive; HEK293 cAMP ctrl: 15%; Rhodamine fluor: inactive; FLuc inh: 0%; ERK AVP block: -19%

How did COc1ccc(CN(C(=O)c2snc(C(N)=O)c2N)C(C(=O)NC(C)(C)C)c2ccco2)cc1 (configuration not stated) do in these assays?
USP2a inhib: 21%; Casp7 inh: -5%; Casp1 inh: -6%; Tau fil binding: 3%; HADH2 inh: 3%; Fluorescein fluor: inconclusive; TexasRed autofl: inactive; HEK293 cAMP ctrl: 30%; Rhodamine fluor: inactive; FLuc inh: -1%; ERK AVP block: -18%

Results for CC1CCCCN1Cc1nc2c(c(=O)n(C)c(=O)n2C)n1CCCc1ccccc1 (configuration not stated) ?
USP2a inhib: 10%; Casp7 inh: 0%; Casp1 inh: 1%; Tau fil binding: -1%; HADH2 inh: 3%; Fluorescein fluor: inconclusive; TexasRed autofl: inactive; HEK293 cAMP ctrl: inconclusive; Rhodamine fluor: inactive; FLuc inh: 2%; ERK AVP block: 7%

How did O=C(Nc1cccnc1)Nc1ccc(Br)cc1Cl do in these assays?
USP2a inhib: -18%; Casp7 inh: -1%; Casp1 inh: -1%; Tau fil binding: 25%; HADH2 inh: -4%; Fluorescein fluor: inactive; TexasRed autofl: inactive; HEK293 cAMP ctrl: -2%; Rhodamine fluor: inactive; FLuc inh: -3%; ERK AVP block: inconclusive

Results for CC1C(c2ccccc2)=[N+]([O-])C2(CCCC2)N1O (configuration not stated) ?
USP2a inhib: -2%; Casp7 inh: 0%; Casp1 inh: 1%; Tau fil binding: 7%; HADH2 inh: -4%; HEK293 cAMP ctrl: 3%; FLuc inh: 2%; ERK AVP block: 14%

Reprinted from the entries so far (2 entries):
How did O=C(Nc1cccnc1)Nc1ccc(Br)cc1Cl do in these assays?
USP2a inhib: -18%; Casp7 inh: -1%; Casp1 inh: -1%; Tau fil binding: 25%; HADH2 inh: -4%; Fluorescein fluor: inactive; TexasRed autofl: inactive; HEK293 cAMP ctrl: -2%; Rhodamine fluor: inactive; FLuc inh: -3%; ERK AVP block: inconclusive

Results for CC1C(c2ccccc2)=[N+]([O-])C2(CCCC2)N1O (configuration not stated) ?
USP2a inhib: -2%; Casp7 inh: 0%; Casp1 inh: 1%; Tau fil binding: 7%; HADH2 inh: -4%; HEK293 cAMP ctrl: 3%; FLuc inh: 2%; ERK AVP block: 14%

Following part:
Results for COC(=O)c1ccccc1NC(=O)Nc1nnc(N2CCCCC2C)s1 (configuration not stated) ?
Casp7 inh: -2%; Casp1 inh: -3%; Tau fil binding: 5%; HADH2 inh: -5%; HEK293 cAMP ctrl: -7%; FLuc inh: -1%; ERK AVP block: -27%

What do the screens show for `CCOC(=O)c1cc(-c2ccccc2)n(CC(=O)N2CCCC2)c1C`?
USP2a inhib: -4%; Casp7 inh: 0%; Casp1 inh: 0%; Tau fil binding: 8%; HADH2 inh: 2%; Fluorescein fluor: inactive; TexasRed autofl: inactive; HEK293 cAMP ctrl: 17%; Rhodamine fluor: inactive; FLuc inh: 3%; ERK AVP block: -40%

How did COc1cccc(C(=O)NCc2ccccc2OC)c1 do in these assays?
USP2a inhib: -8%; Casp7 inh: -2%; Casp1 inh: 1%; Tau fil binding: -7%; HADH2 inh: 9%; HEK293 cAMP ctrl: 21%; FLuc inh: -3%; ERK AVP block: 44%

What do the screens show for `CC1(C)OC(C(N)=O)C(C(N)=O)O1` (configuration not stated)?
USP2a inhib: -4%; Casp7 inh: 2%; Casp1 inh: 0%; Tau fil binding: 4%; HADH2 inh: 10%; Fluorescein fluor: inactive; TexasRed autofl: inactive; HEK293 cAMP ctrl: 0%; Rhodamine fluor: inactive; FLuc inh: 5%; ERK AVP block: 21%

How did CCOc1ccc(C2CC(c3cccc(OC)c3)Nc3nc(N)nn32)cc1 (configuration not stated) do in these assays?
Casp7 inh: -3%; Casp1 inh: 2%; Tau fil binding: -22%; HADH2 inh: -3%; HEK293 cAMP ctrl: 4%; FLuc inh: 0%; ERK AVP block: -18%

How did O=C(Cc1c(C(=O)O)[nH]c2ccccc12)NCCN1CCN(c2cccc(Cl)c2)CC1 do in these assays?
USP2a inhib: 12%; Casp7 inh: -2%; Casp1 inh: 0%; Tau fil binding: -2%; HADH2 inh: -5%; Fluorescein fluor: inconclusive; TexasRed autofl: inactive; HEK293 cAMP ctrl: 16%; Rhodamine fluor: inactive; FLuc inh: 0%; ERK AVP block: 24%

Results for CCOc1ccc(S(=O)(=O)N(CC(=O)O)c2ccc(C)cc2)cc1 ?
USP2a inhib: inconclusive; Casp7 inh: 1%; Casp1 inh: 0%; Tau fil binding: -1%; HADH2 inh: 7%; Fluorescein fluor: inconclusive; TexasRed autofl: inactive; HEK293 cAMP ctrl: 10%; Rhodamine fluor: inactive; FLuc inh: 0%; ERK AVP block: -22%

How did CC(C)c1ccc(-c2nnn(CCC(=O)O)n2)cc1 do in these assays?
USP2a inhib: inconclusive; Casp7 inh: -3%; Casp1 inh: 4%; Tau fil binding: 3%; HADH2 inh: 11%; Fluorescein fluor: inconclusive; TexasRed autofl: inconclusive; HEK293 cAMP ctrl: 21%; Rhodamine fluor: inactive; FLuc inh: inconclusive; ERK AVP block: 6%

What do the screens show for `O=C(O)c1cccc(N2CCCC2)c1`?
USP2a inhib: 0%; Casp7 inh: -4%; Casp1 inh: -8%; Tau fil binding: 7%; HADH2 inh: 32µM*; Fluorescein fluor: inactive; TexasRed autofl: inactive; HEK293 cAMP ctrl: 7%; Rhodamine fluor: inactive; FLuc inh: 0%; ERK AVP block: -10%

What do the screens show for `COc1ccc(-n2c(CNC(=O)c3ccc(S(=O)(=O)N4CCCC4)cc3)n[nH]c2=S)cc1`?
USP2a inhib: 0%; Casp7 inh: 1%; Casp1 inh: 0%; Tau fil binding: -37%; HADH2 inh: -26%; Fluorescein fluor: inactive; TexasRed autofl: inactive; HEK293 cAMP ctrl: inconclusive; Rhodamine fluor: inactive; FLuc inh: 2%; ERK AVP block: 35%

Results for Cc1c(C(=O)NC2CCCCC2)oc2c1C(=O)CC(C)(C)C2 ?
USP2a inhib: 2%; Casp7 inh: 0%; Casp1 inh: 1%; Tau fil binding: 4%; HADH2 inh: 4%; Fluorescein fluor: inactive; TexasRed autofl: inactive; HEK293 cAMP ctrl: 21%; Rhodamine fluor: inactive; FLuc inh: 2%; ERK AVP block: 9%
